# ULK1 inh = blocks human autophagy kinase ULK1. O75385. inhibition, % at 5.96 µM. 1.9% of 30,000 active. AlphaScreen Atg13 phosphorylation by ULK1, luminescence; in the data active = inhibition above about 43%;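 note: 0% = median of compound wells and 100% = no enzyme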
# Target sequence (O75385 whole entry, looked up): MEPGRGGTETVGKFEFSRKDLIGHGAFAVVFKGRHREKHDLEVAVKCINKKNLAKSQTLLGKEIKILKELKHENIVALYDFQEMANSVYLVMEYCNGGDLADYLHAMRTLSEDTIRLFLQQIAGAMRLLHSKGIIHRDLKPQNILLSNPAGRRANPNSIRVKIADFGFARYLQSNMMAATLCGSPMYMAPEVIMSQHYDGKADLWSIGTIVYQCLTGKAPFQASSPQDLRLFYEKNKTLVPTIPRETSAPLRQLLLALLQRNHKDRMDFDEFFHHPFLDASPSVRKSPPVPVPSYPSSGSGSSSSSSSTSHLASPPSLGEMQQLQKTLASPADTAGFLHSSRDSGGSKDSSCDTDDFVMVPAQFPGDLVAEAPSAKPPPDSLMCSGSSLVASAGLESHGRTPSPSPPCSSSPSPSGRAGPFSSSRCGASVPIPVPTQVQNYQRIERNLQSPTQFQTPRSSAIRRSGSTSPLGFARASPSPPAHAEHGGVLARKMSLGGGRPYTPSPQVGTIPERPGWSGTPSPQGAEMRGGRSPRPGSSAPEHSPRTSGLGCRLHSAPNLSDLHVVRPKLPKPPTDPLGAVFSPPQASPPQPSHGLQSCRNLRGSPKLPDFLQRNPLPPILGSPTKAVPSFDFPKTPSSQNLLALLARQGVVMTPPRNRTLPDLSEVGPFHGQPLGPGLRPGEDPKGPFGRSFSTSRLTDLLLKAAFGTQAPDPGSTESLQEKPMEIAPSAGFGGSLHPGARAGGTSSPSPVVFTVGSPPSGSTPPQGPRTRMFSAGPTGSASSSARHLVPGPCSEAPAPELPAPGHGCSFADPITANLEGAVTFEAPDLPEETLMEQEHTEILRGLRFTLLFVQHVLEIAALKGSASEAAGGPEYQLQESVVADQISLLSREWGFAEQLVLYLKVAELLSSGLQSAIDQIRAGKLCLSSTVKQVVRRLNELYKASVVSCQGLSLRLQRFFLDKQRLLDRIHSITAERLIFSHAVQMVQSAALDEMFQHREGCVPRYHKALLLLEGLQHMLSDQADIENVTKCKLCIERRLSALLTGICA
# ASK1 primary = human ASK1 kinase inhibition, primary screen; 0.99% of 22,000 active; inhibition, % at 7.44 µM; Q99683; AlphaScreen MKK6 phosphorylation by ASK1, luminescence; in the data active = inhibition above about 35%;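 note: 0% = median of compound wells and 100% = no enzyme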
# An asterisk follows results filed as active; . = no result given. This is a random part of the collection; overall some 2.3% were active at least once.
ULK1 inh	ASK1 primary	Compound
1.4	-6.0	O=C(NCc1ccccc1)c1cccc(Nc2ccncc2)n1
-6.4	3.9	Cc1cc(NCc2ccccc2)nc(N2CCC(N3CCOCC3)CC2)n1
1.5	7.5	OCCNc1cc(Nc2nccc3ccccc23)ncn1
14.9	22.0	Nc1nc(Nc2ccncc2)cc(Nc2ccc(N3CCOCC3)cc2)n1
6.3	0.8	CCCNc1nccc(-c2c(-c3ccc(F)cc3)nc3n2[C@H](CO)[C@H](C)C3)n1
-9.3	.	CCCCCCCCOc1ccc(C(=O)c2ccccc2)c(O)c1
-1.4	-19.1	CNC(=O)c1cnn(-c2ccnc(Nc3ccc(N4CCOCC4)cc3)c2)c1
3.7	.	Cc1cnc(CNc2cc(-c3ccccc3F)nc(C)n2)nc1
1.7	-3.5	O=C(NCCN1CCOCC1)c1cnc(NCc2cccnc2)s1
14.7	11.6	CC(=O)Nc1ccc(Nc2nc(Nc3ccccc3)nc3c2ncn3C2CCCCC2)cc1
-7.7	2.1	O=C(NC1CC1)c1ccc(-c2nc(NC3CC3)c3ncn(Cc4ccc(C(F)(F)F)cc4)c3n2)cc1
-10.1	-26.5	CCN1CCN(c2c(Cl)cccc2NC(=O)c2ccccn2)CC1
-11.7	-4.3	COc1cc(NC(=O)c2csc(N3CCC(N4CCOCC4)CC3)n2)cc(OC)c1OC
17.4	1.8	O=C(C(O)c1ccc(Br)cc1)N1CCC(Nc2ccc3[nH]ncc3c2)C1 (stereo unspecified)
12.9	.	C=CCSc1nnc(-c2c(C)nc3c(C)cccn23)n1C
2.2	-8.7	Cc1nn(C)c(C)c1-c1nc(Nc2ccccc2)c2[nH]cnc2n1
-9.6	7.2	O=C(Nc1ccc(-c2cn[nH]c2)cc1)NC(CCO)c1ccccc1 (stereo unspecified)
-3.3	-16.3	CCN(CC)c1nc(NCCN(C(C)C)C(C)C)nc(Nc2ccnn2C)n1
-1.0	-17.1	COc1ccc(-c2nc3ncnc(NCCCN4CCCC4=O)c3[nH]2)cc1
-0.9	-1.3	FC(F)(F)c1ccc(Cn2cnc3c(NCCOc4ccccc4)nc(Nc4ccccc4)nc32)cc1
-3.2	-9.8	CCNc1cc(NCCc2ccc(O)cc2)nc(N)n1
5.6	-9.7	COc1ccc(CCNc2cc(-c3ccc(N4CCN(C)CC4)cc3)ncn2)cc1
12.4	.	O=C(CCl)Nc1ncc(Cc2ccccc2F)s1
-0.8	-10.2	CCN(Cc1ccccc1)C(=O)Nc1ccc(-c2cn[nH]c2)cc1OC
-7.0	-0.4	COc1ccc(-c2nccc(NCCCN3CCCC3=O)n2)cn1

# Entries of single compounds, looked up by structure. Order of screens: ULK1 inh | ASK1 primary
# Nc1nc(Nc2ccncc2)cc(Nc2ccc(N3CCOCC3)cc2)n1 across the screens: 14.9 | 22.0
# OCCNc1cc(Nc2nccc3ccccc23)ncn1 across the screens: 1.5 | 7.5
# O=C(NC1CC1)c1ccc(-c2nc(NC3CC3)c3ncn(Cc4ccc(C(F)(F)F)cc4)c3n2)cc1 across the screens: -7.7 | 2.1
# COc1ccc(CCNc2cc(-c3ccc(N4CCN(C)CC4)cc3)ncn2)cc1 across the screens: 5.6 | -9.7

# Other entries.
ULK1 inh	ASK1 primary	Compound
-11.7	-3.9	COc1ccc(CCNc2nc(-c3c(C)noc3C)nc3c2ncn3-c2ccccc2)cc1
80.3*	21.4	c1cc(Cn2cccn2)cc(Nc2nccc(-c3cncc(N4CCOCC4)c3)n2)c1
-1.7	5.7	COc1ccc(-c2nc3c(Nc4ccc(NC(C)=O)cc4)ncnc3n2C(C)C)cc1
6.5	-14.3	OCCNc1nc(NCCN2CCOCC2)nc2nc[nH]c12
3.0	4.7	CCCNc1ccnc(Nc2ccnn2C)n1
15.9	1.7	CN1CCN(C(=O)c2ccc(-c3cc(Nc4ccc(Oc5ccccc5)cc4)nc(N)n3)cc2)CC1
7.1	.	Cn1c(N2CCOCC2)nc2c1c(=O)n(Cc1ccc(Br)cc1)c(=O)n2C
4.9	-8.2	Nc1nc(NCc2cccc(C(F)(F)F)c2)cc(Nc2ncccn2)n1
-3.5	5.3	CN1CCN(c2ccc(-c3cccc(C(=O)Nc4ccc(N5CCOCC5)cc4)c3)cc2)CC1
-10.5	-4.5	CCN(CC)c1nc(Nc2ccc3ncccc3c2)nc(NC2CCN(Cc3ccccc3)CC2)n1
6.0	-2.8	CCCNc1nc(-c2ccccc2)ncc1C
-16.2	-6.0	Nc1cccc(-c2cc(NCCc3ccc(O)cc3)nc(N)n2)c1
-19.9	-7.2	CN1CCN(C(=O)c2ccc(-c3cc(NCCc4ccc(O)cc4)nc(N)n3)cc2)CC1
0.6	13.9	OCCNc1nc(Nc2ccc(-n3ccnc3)cc2)nc2c1ncn2-c1ccccc1
-2.8	11.2	Cc1[nH]ncc1-c1ccc(NC(=O)C2COc3ccc(F)cc3C2)c(OCCN(C)C)c1 (stereo unspecified)
-6.5	-2.5	O=C(c1cnccc1Nc1ccc(Cl)c(F)c1)N1CCN(C(=O)[C@H](O)c2ccccc2)CC1
-5.0	-6.7	Nc1nc(N2CCN(Cc3ccc4c(c3)OCO4)CC2)nc2c1ncn2CCN1CCCC1=O
-37.0	3.3	CN1CCN(CCNC(=O)c2cccc(-n3ncc4cc(Nc5c(Cl)cccc5Cl)ccc43)c2)CC1
-15.8	6.0	CC(C)n1c(Nc2ccc(-n3ccnc3)cc2)nc2c(NCCc3ccc(O)cc3)ncnc21
-5.5	1.9	O=C(NCCO)c1cccc(-c2csc3ccccc23)n1
-21.1	3.3	Cc1cnc(Nc2ccccn2)nc1Nc1ccc(Oc2ccccc2)cc1
6.3	.	CN(Cc1ccccc1)C(=O)c1ccc(-c2cnn(C)c2)nc1
-2.8	17.7	CC(C)c1nc2ccc(-c3ccnc(Nc4cccc(C(=O)NC5CC5)c4)n3)cc2c(=O)[nH]1
3.5	.	Cc1ccccc1C(=O)Nc1ccc2c(c1)CC(=O)N2C
2.0	-2.8	O=C(NCc1cccnc1)c1cccc(-c2ccc(N3CCOCC3)nc2)n1
9.2	8.9	Nc1cccc(-c2cncc(C(=O)Nc3ccc(N4CCOCC4)cc3)c2)c1
0.7	-7.2	CC(C)N(CCNc1nc(N2CCC(N3CCOCC3)CC2)nc2c1ncn2C(C)C)C(C)C
-1.6	10.6	FC(F)(F)c1cccc(CNc2ccnc(N3CCC(N4CCOCC4)CC3)n2)c1
-1.5	.	CCCCC1CC1C(=O)Nc1ccccc1C#N (stereo unspecified)
-30.8	9.9	O=C(NC1CC1)c1cnc(NCCN2CCOCC2)s1
-2.5	.	COCCCNC(=O)Cn1cc(/C=C(\C#N)C(=O)NCc2ccco2)c2ccccc21
8.9	-2.7	CN1CCN(c2ccc(-c3nc(NCCCN4CCCC4=O)c4ncn(CCN5CCCC5=O)c4n3)cc2)CC1
1.6	.	CC1C(=O)Nc2cc(S(C)(=O)=O)ccc2N1C(=O)Cc1ccccc1 (stereo unspecified)
-19.5	10.1	O=C(NCCOc1ccccc1)c1cnc(N2CCCC2CO)s1 (stereo unspecified)
-5.5	0.9	COc1cc2nc(-c3ccc(N4CCOCC4)nc3)nc(Nc3cc(OC)c(OC)c(OC)c3)c2cc1OC
-22.1	-3.4	O=C1CCCN1CCn1cnc2c(NC3CCN(Cc4ccccc4)CC3)nc(N3CCN(c4ccccn4)CC3)nc21
-7.8	.	CCN[C@H]1C[C@H](C)S(=O)(=O)c2sc(S(N)(=O)=O)cc21
1.0	-19.0	O=C(Nc1cc(-c2ccncc2)cn(CC2CC2)c1=O)[C@H]1COc2ccccc2O1
1.9	-13.3	CCCNc1nc(Nc2ccncc2)nc2c1ncn2C(C)C
-25.5	7.7	COc1ccc2c(c1)CC(C(=O)Nc1nc3ccc(-c4cn[nH]c4)cc3s1)CO2 (stereo unspecified)
-3.2	.	CC1CN(c2[nH]c(=O)n(C)c(=O)c2Cc2ccc(F)cc2F)CC(C)O1 (stereo unspecified)
1.5	22.9	Cc1cnc(N2CCN(Cc3ccc4c(c3)OCO4)CC2)nc1NCc1cccnc1
8.9	-6.7	CC(C)n1c(Nc2ccnn2C)nc2c(NCCO)ncnc21
2.7	.	Cc1ccc(Cn2c(=O)c3ncccc3n(CC(=O)Nc3cccc(C)c3)c2=O)cc1
-2.6	.	O=Cc1ccc(OCC(O)C[n+]2ccccc2)cc1 (stereo unspecified)
2.2	.	CC(=O)Nc1ccc(S(=O)(=O)N2CCN(CC3CC4C=CC3C4)CC2)cc1 (stereo unspecified)
-3.0	.	COCCNc1cc(-c2cncc(-c3ccc(C)cc3)c2)nc(C)n1
-19.4	-9.4	Clc1cc(NCCOc2ccccc2)ncn1
30.3	14.7	CCN(CC)C(=O)C1CCCN(c2nc(Nc3cc(OC)c(OC)c(OC)c3)c3ncn(-c4ccsc4)c3n2)C1 (stereo unspecified)
-3.4	.	CN(N=O)C(=O)N[C@@H]1[C@@H](O)[C@H](O)[C@@H](CO)O[C@@H]1O

# Following part:
ULK1 inh	ASK1 primary	Compound
2.7	1.9	NC(=O)c1ccc2nc(Nc3ccc(C(F)(F)F)cc3)sc2c1
-2.2	1.9	COc1cc(NC(=O)c2cnc(-c3ccc(C(=O)NC4CC4)cc3)s2)cc(OC)c1OC
-29.1	0.3	Nc1nc(Nc2ccc(-n3ccnc3)cc2)nc2c1ncn2C1CCCCC1
-12.7	10.6	Nc1cc(N2CCCC2CO)ncn1 (stereo unspecified)
-2.6	-10.9	O=C(NC1CC1)c1ccc(-c2nc(C(=O)NCc3ccccc3)cs2)cc1
13.2	.	CN1CCN(C(CN)c2ccc3c(c2)CCCN3C)CC1 (stereo unspecified)
-9.0	21.3	FC(F)(F)c1ncn(-c2ccc(Nc3nccc(-c4cncc(N5CCOCC5)c4)n3)cc2)n1
0.8	5.2	CN1CCN(c2ccc(-c3nc4ccc(C(N)=O)cc4s3)cc2)CC1
-28.4	32.7	Cc1cccc(Nc2ccc3c(cnn3-c3cccc(C(=O)NCCN4CCN(C(C)C)CC4)c3)c2)c1Cl
-15.9	11.9	Nc1cc(-c2ccnc(Nc3ccc(N4CCOCC4)cc3)c2)nn1CCc1ccccc1
50.2*	-66.0	Oc1ccc(CCNc2nc(Nc3ccc(-n4ccnc4)cc3)nc3nc[nH]c23)cc1
4.4	.	COc1ccc(C)cc1S(=O)(=O)Nc1ccc(Nc2nc(C)cc(N3CCCC3)n2)cc1
56.5*	15.1	CCNc1nc(Nc2ccccc2)c2ncn(C(C)C)c2n1
5.4	.	C#C[C@]1(O)CCC2C3CCC4=CC(=O)CCC4C3C(=C)CC21CC (stereo partly specified)
-1.3	-1.4	O=C(NCCc1ccc(O)cc1)c1ccc2nc(NCCCN3CCCC3=O)sc2c1
-5.0	.	CCN(CC)CCn1c(C)nc2ccccc21
-8.7	3.6	Cc1nc(C)n(-c2ccc(Nc3nccc(-c4cccc(N5CCOCC5)c4)n3)cc2)n1
-11.1	0.1	NC(=O)c1ccc(-c2nc(NCCc3ccc(O)cc3)c3ncn(CCN4CCCC4=O)c3n2)cc1
-16.2	2.0	c1ccc(OCCNc2ncnc3nc(N4CCOCC4)[nH]c23)cc1
-9.2	.	CC(=O)NC1=NN(C(C)=O)C(C)(c2ccc(OC(C)=O)cc2)S1 (stereo unspecified)
11.1	-8.4	O=C(NCCO)c1ccnc(N2CCN(c3ccccn3)CC2)c1
-5.7	.	O=C(O)c1cccc(-n2cc(-c3cc(F)cc(F)c3)cn2)c1
5.2	1.0	Cc1nn(C)c(C)c1-c1cc(C(=O)NCc2cccnc2)ccn1
-6.9	.	N/C(=N\OC(=O)NC1CCCCC1)c1ccc(Cn2cc(C(F)(F)F)ccc2=O)cc1
6.9	-6.5	CN1CCN(c2ccc(-c3nc(C(=O)NC4CCN(Cc5ccccc5)CC4)cs3)cc2)CC1

# Another view of 4 compounds above:
compound	ULK1 inh	ASK1 primary
O=C(NCCO)c1ccnc(N2CCN(c3ccccn3)CC2)c1	11.1	-8.4
O=C(O)c1cccc(-n2cc(-c3cc(F)cc(F)c3)cn2)c1	-5.7	.
Cc1nn(C)c(C)c1-c1cc(C(=O)NCc2cccnc2)ccn1	5.2	1.0
N/C(=N\OC(=O)NC1CCCCC1)c1ccc(Cn2cc(C(F)(F)F)ccc2=O)cc1	-6.9	.

# Returning to the listing, starting two compounds before the break.
ULK1 inh	ASK1 primary	Compound
-6.9	.	N/C(=N\OC(=O)NC1CCCCC1)c1ccc(Cn2cc(C(F)(F)F)ccc2=O)cc1
6.9	-6.5	CN1CCN(c2ccc(-c3nc(C(=O)NC4CCN(Cc5ccccc5)CC4)cs3)cc2)CC1
8.1	.	CCOC(=O)c1c(C)nc2c(c1C)c(=O)oc1ccccc12
-17.1	3.0	CCN(CC)c1nc(NCc2ccccc2)nc(Nc2cc(OC)c(OC)c(OC)c2)n1
-13.3	7.2	COc1cc(Nc2cc(Nc3ncccn3)nc(N)n2)cc(OC)c1OC
-2.0	4.6	COc1cc(Nc2nc(NCCO)c3ncn(Cc4ccc(C(F)(F)F)cc4)c3n2)cc(OC)c1OC
-12.2	-11.0	COc1ccc(-c2cccc(C(=O)NCCc3ccc(O)cc3)c2)cc1
-4.8	4.0	CCC1CC2(CCN1c1c(C)cccc1NC(=O)c1ccc(Br)o1)OCCO2 (stereo unspecified)
-4.9	5.8	O=C1CCCN1CCCNc1nc(Nc2ccc(N3CCOCC3)cc2)nc2c1ncn2-c1ccccc1
-3.3	-0.3	O=C(Nc1cccc(Cl)c1N1CCN(CCc2ccccc2)CC1)c1ccc(Br)o1
-9.2	9.5	Fc1cc(-c2nc(Nc3ccc(-c4cnco4)cc3)ncc2F)cc(N2CCOCC2)c1
-3.1	13.3	Cc1cncc(NC2CCCc3ccc(-n4cc(NC(=O)Nc5ccccc5)cn4)cc32)c1 (stereo unspecified)
-29.5	12.4	COc1cc2nc(N3CCN(c4ccccn4)CC3)nc(Nc3ccc(NC(C)=O)cc3)c2cc1OC
4.7	-15.0	O=C(Nc1ccc2[nH]ncc2c1)[C@H]1C[C@H](O)CN1C(=O)c1ccccc1
-6.2	-12.4	CCN(Cc1ccccc1)C(=O)Nc1ccc(-c2cn[nH]c2)cc1O[C@@H]1CCN(C)C1
-8.7	-13.3	OC1CCC(Nc2nccc(NCc3cccc(C(F)(F)F)c3)n2)CC1 (stereo unspecified)
5.3	0.0	CCN(CC)C(=O)C1CCCN(c2nc(NC3CCN(Cc4ccccc4)CC3)c3ncn(C(C)C)c3n2)C1 (stereo unspecified)

# Assay outcomes as filed in PubChem BioAssay.
